# High-throughput results from PubChem BioAssay.
# PAFAH1B2 inh: inhibitors of human PAFAH1B2; P68402; recombinant PAFAH1B2, FP-rhodamine activity probe, fluorescence polarization; inhibition, % at 3.39 µM; actives 1.2% (n = 340,000); AID 492953;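 active = inhibition above the mean of all tested compounds plus 3 SD, cut at about 24% in these data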;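 also: 0% = enzyme with DMSO and 100% = wells lacking PAFAH1B2; many of its hits are not listed in these tables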
# Target sequence (P68402 whole entry, looked up): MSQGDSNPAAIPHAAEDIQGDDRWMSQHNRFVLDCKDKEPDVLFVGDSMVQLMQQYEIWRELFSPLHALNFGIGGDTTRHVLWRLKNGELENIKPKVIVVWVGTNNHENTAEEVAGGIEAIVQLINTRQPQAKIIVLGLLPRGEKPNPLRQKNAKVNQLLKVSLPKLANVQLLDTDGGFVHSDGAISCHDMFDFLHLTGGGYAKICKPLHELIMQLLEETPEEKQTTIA
# PAFAH2 inh: PAFAH2 (human) inhibition. Q99487. recombinant PAFAH2, FP-rhodamine activity probe, fluorescence polarization. inhibition, % at 3.39 µM. actives 0.99% (n = 340,000);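 active = inhibition above the mean over all tested compounds plus 3 SD, cut at about 30% in these data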;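 also: inhibitors block probe labeling of enzyme so polarization drops; 0% = enzyme with DMSO and 100% = wells lacking PAFAH2 protein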
# PAFAH1B3 FP inh: inhibitors of human PAFAH1B3. AID 492972. actives 0.28% (n = 340,000). recombinant PAFAH1B3, FP-rhodamine probe, fluorescence polarization. inhibition, % at 3.39 µM;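 active = inhibition above the screen-wide average of all tested compounds plus 3 SD, cut at about 25% in these data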;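 also: 0% = enzyme with DMSO only and 100% = wells lacking PAFAH1B3 protein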
# Target sequence (Q15102 whole entry, looked up): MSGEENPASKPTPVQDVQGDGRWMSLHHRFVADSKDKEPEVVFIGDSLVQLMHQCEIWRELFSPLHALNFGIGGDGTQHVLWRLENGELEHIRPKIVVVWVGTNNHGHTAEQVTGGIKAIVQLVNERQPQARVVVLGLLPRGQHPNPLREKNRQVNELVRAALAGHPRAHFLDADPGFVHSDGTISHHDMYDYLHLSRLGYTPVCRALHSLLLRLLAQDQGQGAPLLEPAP
# Active calls of the source: *. Some of the compounds tested; the hit share may differ from the screen's.
# Start of the data: the first 5 entries, ahead of the listing:
mol | PAFAH1B2 inh | PAFAH1B3 FP inh | PAFAH2 inh
O=Cc1c[nH]c2ccc(NC(=O)OCc3ccccc3)cc12 | 3 | -4 | 0
Cc1coc2cc3oc(=O)c(CCC(=O)NCC(=O)O)c(C)c3cc12 | -3 | 3 | 3
CC(NC(=O)CNC(=O)c1ccccc1Br)c1cccs1 (stereo not drawn) | 6 | 2 | 2
CCOc1cccc(C2C(C(=O)c3ccc(C)o3)=C(O)C(=O)N2Cc2ccccc2)c1 (stereo not drawn) | 1 | 9 | 5
CCN1CCN(S(=O)(=O)c2ccc(Cl)c(C(=O)N(CC(C)C)C3CCS(=O)(=O)C3)c2)CC1 (stereo not drawn) | 7 | 4 | 3

# The whole of this part, from the first entry:
mol | PAFAH1B2 inh | PAFAH1B3 FP inh | PAFAH2 inh
O=Cc1c[nH]c2ccc(NC(=O)OCc3ccccc3)cc12 | 3 | -4 | 0
Cc1coc2cc3oc(=O)c(CCC(=O)NCC(=O)O)c(C)c3cc12 | -3 | 3 | 3
CC(NC(=O)CNC(=O)c1ccccc1Br)c1cccs1 (stereo not drawn) | 6 | 2 | 2
CCOc1cccc(C2C(C(=O)c3ccc(C)o3)=C(O)C(=O)N2Cc2ccccc2)c1 (stereo not drawn) | 1 | 9 | 5
CCN1CCN(S(=O)(=O)c2ccc(Cl)c(C(=O)N(CC(C)C)C3CCS(=O)(=O)C3)c2)CC1 (stereo not drawn) | 7 | 4 | 3
CCOc1nc(-c2ccccc2)ccc1-c1noc(-c2ccc(OC)c(OC)c2)n1 | 3 | 3 | -4
Cc1ccccc1Nc1scc(-c2ccc(Cl)cc2)[n+]1-c1ccccc1C | 1 | 3 | -2
Cc1nc(NC(=O)c2ccccc2)sc1C1(C)CC(c2c(Cl)cccc2Cl)=NO1 (stereo not drawn) | -12 | -3 | -20
Fc1cccc(CNC2CCN(CCc3ccccc3)CC2)c1 | 4 | 7 | -5
Fc1ccc(C2CC(c3cccs3)=NN2c2ccccc2)cc1 (stereo not drawn) | 4 | 10 | 1
O=C(NCC1CCCCC1)NCC1CCCCC1 | 1 | 0 | -4
O=C(O)c1ccccc1NC(c1ccccc1)c1ccc2cccnc2c1O (stereo not drawn) | 3 | 9 | 19
CN1C(C)(C)CC(=NO)CC1(C)C | 2 | 1 | 1
O=[N+]([O-])c1cc(F)cc(F)c1Nc1cc(F)cc(F)c1 | 3 | 2 | 4
CCOC(=O)c1c(SCCN2CCCC2)n(-c2ccccc2)c(=S)n(-c2ccccc2)c1=O | 4 | 4 | -4
Cc1nc(N)[nH]c(=O)c1CCCNc1ccc(CCCCC2(CCl)OCCO2)cc1 | 3 | 1 | 5
CC[C@H](C)[C@H](NC(=O)OCc1ccccc1)C(=O)OCC(=O)N1CCN(c2ccc(F)cc2)CC1 | 9 | 5 | 2
NC(=NCc1ccc2c(c1)OCO2)NC(=O)c1ccccc1 | 12 | 19 | 14
O=C(O)C(c1ccccc1)C1(O)CCC1 (stereo not drawn) | 1 | -10 | -9
COCc1nnc(NS(=O)(=O)c2ccc(OC)cc2)s1 | 0 | 8 | 9
O=C(Nc1ccc2ccccc2c1)c1ccccc1[N+](=O)[O-] | 4 | -2 | 3
COc1ccc(NC(=O)CN(C)C(=O)CNC(=O)c2ccc3ccccc3c2)cc1 | 5 | -8 | -4
Oc1ccccc1C=NN1CCCCCC1 | 5 | 0 | -10
CCOC(=O)c1c2c(n(Cc3ccccc3)c1C)C(=O)C(=O)c1ccccc1-2 | 30* | 79* | 52*
Cc1ccc2c(CN3CCC(C)CC3)cc(=O)oc2c1C | 3 | 0 | 1
COc1cccc2c1C(=O)c1c(O)c3c(c(O)c1C2=O)C[C@@](O)(C(C)=O)C[C@@H]3O[C@H]1C[C@H](N)[C@H](O)[C@H](C)O1 | 51* | 37* | 54*
CN(C(=O)C=Cc1ccco1)c1ccccc1 | 6 | 12 | 2
O=C(CCCc1c[nH]c2ccccc12)Nc1ncccc1O | 2 | 2 | 9
CN1CCCC(OC(=O)c2ccc3c(c2)OCCO3)C1 (stereo not drawn) | 2 | 6 | 4
CCN(c1ccccc1)S(=O)(=O)c1cccc(C(=O)OCC(=O)c2c(N)n(C)c(=O)n(C)c2=O)c1 | 8 | 12 | -2
Cc1cc(C)c(S(=O)(=O)N2CCN(c3ccccn3)CC2)c(C)c1 | 3 | 7 | -3
Cn1nc(SCc2ccccc2)c(=O)n(C(c2ccccc2)c2ccccc2)c1=O | 4 | 1 | 0
COC(=O)c1ccc(N2CCOCC2)c(NC(=O)c2cc3ccccc3o2)c1 | -2 | 6 | 3
O=C(NCCc1ccc(F)cc1)c1ccc(S(=O)(=O)N2CCCCC2)cc1 | 15 | 6 | -3
O=C(O)CCNc1nc(-c2ccccc2)c2cc(Br)ccc2n1 | 7 | 7 | -2
CC(=O)OC(C)C1C2=C(C(=O)CC1(C)O)C(=O)c1c(ccc(-c3ccc4c(c3O)C(=O)C3=C(C4=O)C(C(C)OC(C)=O)C(C)(O)CC3=O)c1O)C2=O (stereo not drawn) | 5 | 13 | 16
Cn1cc(C(=O)C(=O)N2CCCCC2)c2ccccc21 | -3 | 4 | -6
CCOc1ccc(-n2c(SCC(=O)Nc3ccc4c(c3)OCO4)nc3c(c2=O)SCC3)cc1 | 4 | -7 | 8
CCc1ccccc1NC(=O)CN1CCN(C(=O)CN2C(=O)NC3(CCCCC3C)C2=O)CC1 (stereo not drawn) | 4 | 3 | 1
O=C(NNC(=O)c1ccc(S(=O)(=O)N2CCCC2)cc1)c1ccc(Br)cc1 | -1 | 4 | -1
Cc1cc(NC(=O)c2cc3ccccc3o2)no1 | -3 | 8 | -4
Cc1ccc(CSCC(=O)Nc2cc(S(=O)(=O)N3CCOCC3)ccc2OCC(F)(F)F)cc1 | 2 | 4 | -7
CNc1nc(-c2ccc3c(c2)CCN3C(=O)c2ccccc2F)cs1 | 2 | 3 | 2
O=[N+]([O-])c1ccc2nc(Cl)nc(-c3ccccc3)c2c1 | 0 | 6 | -1
O=C(Nc1ccccc1Cl)Nn1cnnc1 | 4 | 0 | -2
c1ccc(-c2nn(-c3ccccc3)[n+](-c3ccccc3)n2)cc1 | 2 | 0 | 2
C/C(Nc1ccc(Cl)cc1)=C1/CCOC1=O | 3 | 4 | 4
COc1ccc(NC(=O)CCCC2CCCCC2)c(OC)c1 | 1 | 2 | 4
CC(C)(C)S(=O)(=O)N1Cc2cc(CO)cc(CCO)c2[C@H]1CCO | 1 | 6 | 6
CC(C)(C)c1ccc(OCCCC(=O)Nc2cccc(S(=O)(=O)N3CCOCC3)c2)cc1 | -1 | -2 | -10
Cc1cc(C)c2c(c1C)C(=O)CCC2 | 7 | 1 | 5
O=C(Cc1ccc(NC(=O)C2CCCN(C(=O)C3CC3)C2)cc1)Nc1ccc(C(=O)N2CCOCC2)cc1 (stereo not drawn) | 2 | 5 | 0
CC(C)(C)CC(C)(C)N=C1Nc2ccccc2NC12C[C@H]1CCC(=O)N3CC[C@@H](C2)[C@@H]13 (stereo partly drawn) | 9 | 1 | 2
O=C(CN1CCN(C(=O)c2ccccc2Cl)CC1)Nc1cccc(S(=O)(=O)N2CCCC2)c1 | 2 | 1 | 4
O=C(CSc1nc(NS(=O)(=O)c2ccccc2)cc(=O)[nH]1)Nc1ccccc1Cl | -2 | -10 | -17
COc1cccc(COC(=O)c2cc(S(=O)(=O)N3CCOCC3)ccc2Cl)c1OC | 6 | 6 | 4
CCC(CC)CN1CCC(CN2C(=O)C(=O)NC[C@@H]2[C@@H](C)CC)CC1 | -1 | 2 | 1
O=C(O)CN1C(=O)/C(=C\c2cccc(OCc3ccc(Cl)cc3Cl)c2)SC1=S | 25* | 1 | 25
O=C(CN1CCC(NC(=O)C2CCCCC2)CC1)Nc1cccc(F)c1 | 9 | 7 | -3
Cc1cc(C)cc(NC(=O)Cn2cc(C=O)c3ccccc32)c1 | 1 | 3 | -4

# (more compounds)
mol | PAFAH1B2 inh | PAFAH1B3 FP inh | PAFAH2 inh
COc1cccc2c1C(=O)c1c(O)c3c(c(O)c1C2=O)CC(O)(C(=O)CO)CC3OC1CC(N(C)C)C(O)C(C)O1 (stereo not drawn) | 61* | 47* | 60*
COc1ccc(-c2nc3c(s2)CN(S(C)(=O)=O)CC3)cc1OC | 6 | 12 | 5
N#CC(c1ccc([N+](=O)[O-])cc1)C(CC(=O)c1ccccc1)c1ccccc1 (stereo not drawn) | 5 | 0 | 0
Cc1ccc2c(c1)[nH]c1c(=O)n(CCN3CCNCC3)cnc12 | 0 | 0 | -1
O=c1[nH]c(=S)[nH]cc1Oc1ccc(Br)cc1Br | 18 | 7 | 9
CCN(CC)S(=O)(=O)c1cc(NC(=O)Cc2ccc(S(=O)(=O)N3CCOCC3)s2)ccc1Cl | -5 | -6 | 22
Cc1ccc(C)c(CSCc2nc3ccccc3[nH]2)c1 | 6 | 6 | 1
CCOc1ccc(NS(=O)(=O)c2cccc(C(=O)N3CCN(C/C=C/c4ccccc4)CC3)c2)cc1 | 10 | -3 | 3
O=C(O)c1ccc(S(=O)(=O)c2ccccc2)s1 | 19 | 1 | 1
COc1cccc(CN2CC(C(=O)NCCCCc3ccccn3)CCC2=O)c1 (stereo not drawn) | 4 | 1 | 3
Cc1nn(C2CCS(=O)(=O)C2)c2nc(C3CC3)cc(C(=O)Nc3ccc(C(N)=O)cc3)c12 (stereo not drawn) | 8 | 11 | 3
O=Nc1c(O)[nH]c2ccc(Cl)c(Cl)c12 | 28* | 43* | 31*
O=C(Nc1cccc([N+](=O)[O-])c1)N1CCCc2ccccc21 | 7 | 7 | 8
O=S(=O)(CS(=O)(=O)Oc1ccccc1)Oc1ccccc1 | 5 | -2 | 4
CC1CCN(C(=O)CN(Cc2ccc(F)cc2)S(C)(=O)=O)CC1 | 0 | -2 | 1
Nc1nc2c(ncn2-c2ccccc2)c(=O)[nH]1 | -3 | 6 | 6
CC(=O)Oc1ccc(C23c4ccccc4C2(OC(C)=O)c2cc(OC(C)=O)ccc23)cc1 (stereo not drawn) | 8 | 11 | -4
CC1SC(C)C(=O)N(CC(=O)NC2CCCCC2)C1=O (stereo not drawn) | 7 | 1 | 2
Cc1ccc(NC(=S)N2CCN(S(C)(=O)=O)CC2)cc1 | 2 | 0 | -2
Cc1cccc(NC(=O)CSCC(=O)N(C)Cc2ccc3c(c2)OCCO3)c1 | 1 | 5 | -6
CN(CC(=O)Nc1c(Cl)cccc1Cl)C(=O)CCC(=O)c1ccccc1 | 5 | 7 | 3
Cc1cn(C2CC(O)C(CO)O2)c(=O)n(Cc2ccccc2)c1=O (stereo not drawn) | 2 | 9 | -3
CN1CCc2c(sc3c2c(=O)n(-c2ccccc2)c2nnc(SCc4ccc(F)cc4)n32)C1 | 6 | 5 | -1
F[B-](F)(F)COc1ccccc1 | -2 | -3 | -6
COc1ccc(N=C2C(=S)N(c3ccc(OC)cc3)C(=NS(=O)(=O)c3ccccc3)N2c2ccccc2)cc1 | 3 | 13 | 9
COc1cccc(NS(=O)(=O)c2ccc3[nH]cc(C(=O)NC4CC4)c(=O)c3c2)c1 | -5 | 4 | 2
COc1ccc(NC(=O)C2CCCNC2=O)cc1 (stereo not drawn) | 0 | 5 | 9
COc1ccc(CNC(=O)c2c(O)c3cc(OC)c(OC)cc3[nH]c2=O)cc1OC | -1 | 7 | -3
O=C(CCc1ccccn1)N1CCCC(N2CCN(c3ccc(F)cc3)CC2)C1 (stereo not drawn) | 1 | 4 | 7
O=C(Cc1ccccc1F)Nc1ccccc1N1CCCC1 | 1 | 10 | -3
CC(=O)Nc1ccc(C(=O)OCC(=O)NCCC2=CCCCC2)cc1 | -2 | 6 | 66*
CCN1CCN(CCC(=O)Nc2ccccc2)CC1 | 3 | 0 | 6
O=C(Nc1ccc(S(=O)(=O)N2CCCC2)cc1)c1ccc(F)cc1 | 2 | 0 | 5
Cc1ccc(OCCCC(=O)Nc2cc(S(=O)(=O)N3CCOCC3)ccc2N2CCOCC2)cc1 | -1 | -3 | 2
C(=Cc1cnnc2ccccc12)c1ccccc1 | 4 | 4 | -5
O=C(c1cc(F)c(F)cc1Cl)N1CCN(S(=O)(=O)c2cccs2)CC1 | 4 | -2 | 6
O=C(NCC1CC1)Nc1ccccc1 | -1 | 9 | -10
Cc1ccc(-c2cc(-c3ccc(F)cc3)n[nH]2)c(O)c1 | 1 | 5 | 0
O=C(Cc1ccc(O)cc1)N/N=C/c1cccnc1 | 6 | 12 | 7
O=C(C1CCN(c2nnc(N3CCCC3=O)s2)CC1)N1CCN(Cc2ccc3c(c2)OCO3)CC1 | 0 | 6 | 7
O=C(O)CC1(CC(=O)Nc2nccs2)CCCCC1 | -1 | 0 | -2
COc1ccc(C2SCC(=O)N2c2ccc(C)cc2)cc1 (stereo not drawn) | 2 | 6 | -1
CCCCCCCCNS(=O)(=O)CCNCc1ccc(OC)cc1 | 10 | 8 | -2
COc1cc(OC)cc(C(=O)NC(C(=O)Nc2ccc(N3CCOCC3)cc2)C(C)C)c1 (stereo not drawn) | 6 | 8 | 3
Cc1ccc(S(=O)(=O)NCC2(c3ccccc3)CCN(C)CC2)cc1 | 4 | 8 | 0
COc1ccc2c(c1)CCCC(Br)C2=O (stereo not drawn) | 4 | 8 | 6
CC(=O)c1cccc(NC(=O)C(C)OC(=O)c2ccc(-n3cnnn3)cc2)c1 (stereo not drawn) | -1 | 2 | -4
O=C1c2ccccc2CC1Sc1nnc(-c2ccccn2)o1 (stereo not drawn) | 0 | -4 | 3
Cc1nc(Nc2cccc(O)c2)c2oc3ccccc3c2n1 | 7 | 6 | 7
Cn1c2c(sc1=O)CCC2 | 2 | 7 | 2
CN(Cc1ccccc1)S(=O)(=O)c1ccc(Cl)c(C(=O)NCCCN2CCCC2=O)c1 | 3 | 12 | 2
CC(C)=CCNc1ncnc2c1c(C#N)cn2C1OC(CO)C(O)C1O (stereo not drawn) | 5 | 6 | 2
